# Screens deposited in PubChem by National Center for Advancing Translational Sciences (NCATS).
# HCMV antiviral: inhibitors of human cytomegalovirus. AID 1259415. HFF cells, HCMV-luciferase reporter, 72 h; stronger effect = lower value. hit rate 4.5% among 410,000. activity change, negative = inhibition, % at 57.5 µM; in the data active means activity change below about -60%; inconclusive means no clear call, values can overlap the other calls; inactive means above about -39%
#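 HFF cells seeded 16 h at 37C, treated with compounds, infected with luciferase-reporter HCMV at MOI 1 PFU/cell; luciferase read at 72 h post infection, normalized to buffer-only and Salinomycin controls.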
# AmpC detergent: AmpC beta-lactamase inhibition with detergent present | hit rate 0.041% among 370,000 | AmpC hydrolysis of nitrocefin, absorbance 480 nm, 0.01% Triton | Potency, µM (highest dose often 114 µM), for the others: top-dose activity change, negative = inhibition, hits mostly inhibitors | P00811;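 further: potency means the concentration at half of the fitted maximal effect; 0% = no-compound wells and -100% = no-enzyme wells; nearly all actives have a fitted effect of over 25% in size; some results filed as inactive show a strong effect at the top dose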
# Target sequence (P00811 whole entry, looked up): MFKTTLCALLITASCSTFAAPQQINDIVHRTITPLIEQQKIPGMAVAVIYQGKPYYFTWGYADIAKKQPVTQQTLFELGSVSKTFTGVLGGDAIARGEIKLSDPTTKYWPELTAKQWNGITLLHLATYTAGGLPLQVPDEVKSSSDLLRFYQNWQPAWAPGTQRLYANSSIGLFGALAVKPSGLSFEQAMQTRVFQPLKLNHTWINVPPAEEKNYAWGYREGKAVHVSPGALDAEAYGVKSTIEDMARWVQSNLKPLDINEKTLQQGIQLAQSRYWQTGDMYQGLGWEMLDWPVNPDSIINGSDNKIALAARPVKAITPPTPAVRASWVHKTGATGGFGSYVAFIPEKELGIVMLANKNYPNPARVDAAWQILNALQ
#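 AmpC (5.3 nM in the dispensed reagent) in 20 mM phosphate pH 7.0 with 0.01% (detergent screen) or 0.0001% Triton X-100 was preincubated with compounds for 15 min at room temperature. Nitrocefin was then added from an 800 uM solution, and hydrolysis was followed at 480 nm.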
# AMA1 RON2 block: inhibitors of Plasmodium falciparum AMA1-RON2 interaction | AlphaScreen AMA1-biotinylated RON2 peptide binding | Potency, µM (doses to about 58.2 µM), without a hit: at the top dose activity change, negative = inhibition, hits mostly inhibitors | hit rate 0.2% among 360,000;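 further: potency means the concentration at half of the fitted maximal effect; 0% = vehicle wells and -100% = peptide control; nearly all actives have a fitted effect of over 45% in size; some results filed as inactive show a strong effect at the top dose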
#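 AMA1 (3D7) with his tag at 25 nM final met compounds first, then biotinylated RON2 peptide at 25 nM; detection used donor plus acceptor beads, 10 µg/mL apiece, read by AlphaScreen after 30 min at room temperature.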
# Sm TGR block: S. mansoni TGR enzyme inhibition. AID 485364. hit rate 3% among 360,000. Potency, µM (highest dose often 114 µM), for inactives: at the top dose activity change, negative = inhibition, usual class: inhibitors. Q962Y6. purified TGR, DTNB reduction, TNB absorbance 405 nm; further: potency means the concentration at half of the fitted maximal effect; nearly all actives have a fitted effect of over 60% in size
#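 First, TGR (20 nM dispensed) and NADPH were mixed with compound. Second, a 15 min room-temperature incubation followed. Third, further NADPH and then DTNB were added to start the reaction. Finally, TNB absorbance was monitored kinetically.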
# LmPK inhibitor: LmPK (Leishmania mexicana) enzyme inhibition | Q27686 | purified LmPK, Kinase-Glo ATP luminescence, 1 h | Potency, µM (doses to about 57.5 µM), for the others: at the top dose activity change, negative = inhibition, usual class: inhibitors | hit rate 0.37% among 290,000; further: potency means the concentration at half of the fitted maximal effect
# Target sequence (Q27686 whole entry, looked up): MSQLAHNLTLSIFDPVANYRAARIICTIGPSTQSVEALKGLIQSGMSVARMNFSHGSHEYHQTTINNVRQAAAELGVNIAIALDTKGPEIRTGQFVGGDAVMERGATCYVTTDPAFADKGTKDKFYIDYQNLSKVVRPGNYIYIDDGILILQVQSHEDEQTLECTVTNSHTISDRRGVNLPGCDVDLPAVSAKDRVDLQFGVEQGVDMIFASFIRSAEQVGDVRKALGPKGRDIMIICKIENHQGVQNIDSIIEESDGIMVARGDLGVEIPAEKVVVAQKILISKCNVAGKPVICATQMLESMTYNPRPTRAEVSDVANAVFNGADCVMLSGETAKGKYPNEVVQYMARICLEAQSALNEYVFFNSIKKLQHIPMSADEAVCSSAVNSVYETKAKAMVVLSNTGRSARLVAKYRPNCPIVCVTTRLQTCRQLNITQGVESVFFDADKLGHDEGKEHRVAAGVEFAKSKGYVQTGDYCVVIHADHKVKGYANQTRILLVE
#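 Screened at intermediate enzyme activity to detect both inhibitors and activators: LmPK at 0.1 nM, with a 0.5 nM enzyme column as activation reference. PEP 0.5 mM, ADP 0.1 mM; ATP detected by luminescence after 1 h.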
# AmpC inh no detg: AmpC beta-lactamase inhibition without detergent; P00811; AmpC nitrocefin hydrolysis, absorbance 480 nm, 0.0001% Triton; Potency, µM (highest dose often 57.1 µM), without a hit: at the highest dose activity change, negative = inhibition, hits mostly inhibitors; hit rate 0.52% among 330,000; AID 485341;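 further: potency means the concentration at half of the fitted maximal effect; plate controls were no compound for no effect and no enzyme for full effect; nearly all actives have a fitted effect of over 20% in size; some results filed as inactive show a strong effect at the top dose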
#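 AmpC (5.3 nM in the dispensed reagent) in 20 mM phosphate pH 7.0 with 0.01% (detergent screen) or 0.0001% Triton X-100 was preincubated with compounds for 15 min at room temperature. Nitrocefin was then added from an 800 uM solution, and hydrolysis was followed at 480 nm.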
# TbPYK inhibitor: T. brucei pyruvate kinase inhibition | Q57TT1 | TbPYK enzyme, Kinase-Glo Plus ATP luminescence, 45 min | Potency, µM (doses to about 76.8 µM), without a hit: top-dose activity, negative = inhibition, usual class: inhibitors | hit rate 0.12% among 410,000; further: potency means the concentration at half of the fitted maximal effect; nearly all actives have a fitted effect of over 50% in size
#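 T. brucei PYK with substrate was exposed to pin-transferred compounds across a concentration series, then started with 130 uM ADP (final). After 45 min at room temperature, Kinase-Glo Plus luminescence was read, normalized and curve-fitted.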
# Active calls of the source: *; u = inconclusive; x = not tested or not shown; & = joins results of further samples; [ ] = remark or other dose. Unless noted, the call rests on the fitted dose curve; in most records, active means well fitted curve in the direction sought with a large enough effect; inconclusive means small, poorly fitted or top-dose-only effect, or another doubt; inactive means no such curve, though single readings can be large; an effect the other way counts as inactive or inconclusive. Unless noted, on the % scale 0 is the no-effect control and ±100 the full control effect.
SMILES,HCMV antiviral,AmpC detergent,AMA1 RON2 block,Sm TGR block,LmPK inhibitor,AmpC inh no detg,TbPYK inhibitor
CCCCN1C(=O)C(=O)NC[C@@H]1C(C)O (stereo not given in full),-1,2%,1%,0%,-6%,0%,3%
COc1cc(NC(=S)NC(=O)c2cccs2)ccc1NC(=O)C(C)C,-17,-5%,108%[activator],18µM*,-7%,-14%,-4%
Cc1ccc(-n2ncc3c(=O)n(CC#N)cnc32)cc1,-1,-23%,1%,0%,2%,-10%,3%
CCOC(=O)CC1(NC(=O)C2CCC(=O)N(CCc3ccc(OC)cc3)C2)CCCCC1 (stereo not given),-21,-3%,7%,-16%,10%,124%[activator],0%
Cc1c(N2C(=O)CSC2c2ccc(F)cc2)c(=O)n(-c2ccccc2)n1C (stereo not given),24,-1%,-5%,-7%,-2%,16%,-4%
CCOc1ccc(CNc2nc3ccccc3n2C)cc1,134,-5%,-4%,8%,0%,-27%,-23%
O=C(O)/C=C/S(=O)(=O)c1ccc2ccccc2c1,-14,-4%,-8%,0.89µM*,0%,-13%,-2%
CCn1c2ccccc2c2cc(C3C(C#N)=C(N)Oc4n[nH]c(COC)c43)ccc21 (stereo not given),-32,2%,33%[activator],1%,-2%,1%,-22%
O=C(NC1CCCCC1)C(c1ccco1)N(CCc1ccccc1)C(=O)C(F)(F)F (stereo not given),12,1%,10%,0%,1%,-22%,5%
COc1ccc(CCNC(=O)C2CCCCC2C(=O)O)cc1OC (stereo not given),x,-4%,x,2%,-1%,-20%,x
Cc1cccc(C)c1OCc1cc(C(=O)N2CC3C[C@@H]4CC2C[C@H](C3)C4)no1,81,-1%,1%,1%,-8%,-4%,2%
O=C(CSC1=NCCS1)c1ccc(Cl)cc1,42,-1%,-16%,7%,3%,-31%,1%
COC(=O)Cc1ccc(NC(=S)NCCSc2ccc(Cl)cc2)cc1,-11,3%,45%[activator],-21%,-2%,-24%,9%
COC(=O)c1sc(S(=O)(=O)N2CCCCC2C(=O)O)c(C(=O)OC)c1C (stereo not given),-12,-6%,-8%,-9%,-2%,-10%,-5%
O=C(NCc1ccccc1)C1c2ccccc2OCC(=O)N1CCc1c[nH]c2ccccc12 (stereo not given),28,x,-15%,x,x,x,-3%
COc1ccc(Cn2c(O)c(C=Nc3ccc(OC)cc3)c3ccccc3c2=O)cc1,-28,-13%,-9%,0%,1%,-17%,-9%
Cc1cccc(C)c1NC(=O)CN1N=NC2C(=O)N(c3cccc(Cl)c3)C(=O)C21 (stereo not given),-9,-5%,55%[activator],-14%,-3%,u,-9%
CSc1nnc(C2CCCN(CC(=O)Nc3ccccc3N3CCOCC3)C2)n1C(C)C (stereo not given),1,-11%,160%[activator],5%,-4%,101%[activator],-5%
CC1CCCCc2nc3c(c(=O)n21)CCCC3 (stereo not given),u,x,-3%,x,x,x,4%
CCn1c(C)[n+](CC)c2ccc(C(=O)N(C)c3ccccc3)cc21,3,-1%,-6%,-11%,-11%,-11%,1%
CC1=C(C(=O)N2CCOCC2)CC(CC(=O)NCCCCc2ccccc2)C(=O)N1Cc1ccc(F)cc1 (stereo not given),-6,x,-3%,x,x,x,5%
CCn1c(CC(=O)Nc2ccccc2)nnc1SCC(=O)NC1CCCC1,12,1%,11%,-2%,-4%,-5%,-3%
CC(=O)Nc1ccccc1NS(=O)(=O)c1ccc(Cl)cc1,u,-13%,-3%,-10%,-1%,-12%,5%
COc1cccc2cc(C(=O)Nc3ccc(F)cc3)c(=Nc3ccc(C(=O)O)cc3)oc12,8,-6%,-4%,0%,-1%,-45%,3%
Cc1cccc2[nH]c(CN(C)C(=O)CC3C(=O)NCCN3CC(C)(C)C)nc12 (stereo not given),-19,9%,7%,-35%,8%,60%[activator],11%

# Compounds shown so far that contain a cyano group (2):
SMILES,HCMV antiviral,AmpC detergent,AMA1 RON2 block,Sm TGR block,LmPK inhibitor,AmpC inh no detg,TbPYK inhibitor
Cc1ccc(-n2ncc3c(=O)n(CC#N)cnc32)cc1,-1,-23%,1%,0%,2%,-10%,3%
CCn1c2ccccc2c2cc(C3C(C#N)=C(N)Oc4n[nH]c(COC)c43)ccc21 (stereo not given),-32,2%,33%[activator],1%,-2%,1%,-22%

# Additional compounds
SMILES,HCMV antiviral,AmpC detergent,AMA1 RON2 block,Sm TGR block,LmPK inhibitor,AmpC inh no detg,TbPYK inhibitor
Cc1cc(NC(=O)c2ccccc2-c2ccccc2)ccc1Br,-40,-9%,20%,-2%,1%,-23%,3%
O=C(COC(=O)COc1ccc(Br)cc1)Nc1ccc2c(c1)OCCO2,-7,u,-10%,-10%,x,-22%,3%
COc1ccc(C(=O)Nc2ccc(N3CCN(C)CC3)cc2)cc1[N+](=O)[O-],-7,-11%,-5%,8%,0%,-7%,5%
COc1ccc(/C=N/OCc2ccccc2C#N)c(OC)c1,50,-1%,11%,8%,1%,-41%,2%
C=CCn1c(=O)c2ccccc2n2c(SCc3csc(-c4ccccc4)n3)nnc12,-5,-11%,-4%,-10%,4%,-4%,0%
Cc1cc(C)c2nc(N3CCC(C(=O)NCCCN4CC(C)CC(C)C4)CC3)sc2c1 (stereo not given),-21,1%,4%,-3%,8%,17%,-3%
Cc1ccc(S(=O)(=O)N(CC(=O)N/N=C/c2cccc3c2OCCO3)c2ccccc2F)cc1,-1,-11%,-18%,19%,3%,-14%,2%
Cn1c2ccccc2c2cc(C(=O)O)ccc21,6,u,-1%,-7%,1%,-17%,-11%
C[N+](C)(C)CC/C=C1/c2ccccc2CSc2ccccc21,11,3%,-2%,3%,-3%,46%,1%
c1ccc(-c2nnc(-c3ccco3)o2)cc1,33,6%,-9%,5%,u,-25%,-6%
Cc1ccc(S(=O)(=O)N2CCOCC2)cc1NC(=O)CSc1nnc2n1CCCCC2,-2,x,-10%,x,x,-3%,5%
COC(=O)c1ccccc1-c1cn(C)c2ccccc2c1=O,-14,-1%,0%,3%,1%,-11%,2%
COc1ccc(CNC(=O)C2CCN(S(=O)(=O)N3CCOCC3)CC2)cc1,-14,-18%,18%,6%,0%,-12%,1%
COc1ccc(Cn2c(=O)[nH]c3cc(C(=O)NCCCN4CCCC4=O)ccc3c2=O)cc1,-10,4%,0%,11%,-2%,0%,-3%
CCOC(=O)[C@]12CCCC=C1N(Cc1ccco1)C(=O)[C@H](CC(=O)NCCCCc1ccccc1)C2,9,x,-4%,x,x,x,-6%
CC1(C)CC(=O)c2cc(C(=O)NC3CCSC3=O)c(=O)n(-c3ccc(Cl)cc3)c2C1 (stereo not given),0,4%,0%,0%,-1%,44%,-4%
CCC(=O)Nc1ccc2nn(-c3ccc(F)cc3)nc2c1,68,-10%,-3%,1%,1%,7%,-5%
COc1ccc2c(c1)C=C(C(=O)NCc1cc(Br)ccc1OC)CO2,-23,1%,x,-7%,x,x,-2%
COc1ccc(/C=C/C(=O)NCCc2c[nH]c3ccccc23)cc1OC,0,1%,-28%,-4%,1%,-22%,6%
C/C(Cn1nnc([N+](=O)[O-])n1)=N\NC(=O)c1ccccc1O,-7,4%,71%[activator],u,4%,-30%,-7%
Cc1cc(C)cc(NC(=O)Nc2cccs2)c1,-16,16%,x,-26%,x,x,-1%
COc1cccc(NS(=O)(=O)c2ccc3c(c2)CCCN3C(C)=O)c1,-60*,-7%,-9%,-7%,2%,-5%,1%
CC(=O)N1c2c(cc(Br)cc2S(=O)(=O)Nc2ccc(OC(F)(F)F)cc2)CC1C (stereo not given),-82*,4%,x,8%,x,x,-1%
COc1cccc(/C=N/NC(=O)CC(=O)NCCc2ccc(OC)c(OC)c2)c1,26,2%,29%,-16%,3%,-10%,-1%
CN(C(=O)CSc1nc(C2CC2)nc2ccccc12)c1nc(-c2ccccc2)cs1,-8,-4%,4%,1%,1%,2%,-6%

# (more compounds)
SMILES,HCMV antiviral,AmpC detergent,AMA1 RON2 block,Sm TGR block,LmPK inhibitor,AmpC inh no detg,TbPYK inhibitor
CCc1ccc(NC(=S)N2CCC(NC(=O)c3ccccc3)CC2)cc1,-11,4%,-11%,-2%,-2%,-6%,5%
O=C(CSc1ccccc1Cl)NC1CCCc2ccccc21 (stereo not given),23,-8%,-4%,-10%,0%,-35%,0%
COc1ccc(-n2nc(C(=O)NCCCN3CCOCC3)c3ccccc3c2=O)c(OC)c1,-24,u,2%,0%,0%,-12%,-1%
CC(C)(C)OC(=O)N1CCC(C(=O)Nc2ccc3c(c2)CCC3)CC1,21,-4%,0%,3%,x,3%,3%
COc1ccccc1/C=C1\SC(=S)N(CCC(=O)Nc2cccc(O)c2)C1=O,-2,-1%,2%,0%,-2%,-40%,5%
CCCCC1=CC2=C(c3ccco3)C(=O)C(C)(OC(=O)c3ccc(OC)cc3)C(=O)C2=CN1CCCOC(C)C (stereo not given),19,-5%,5%,-22%,2%[11.5 µM],91%[activator],-2%
CCNC(=O)C1(C)CCCN1C(=O)c1ccc(C#N)cc1 (stereo not given),2,x,5%,x,x,x,-3%
Cc1cccc(N2CCc3c2nc2ccccc2c3N)c1,87&-12,-8%&-4%,-9%&-11%,-8%&-30%,-2%&2%,-3%&-25%,-3%&6%
CCc1nnc(NC(=O)C2CCCO2)s1 (stereo not given),-6,0%,-3%,8%[57.1 µM],2%,0%,0%
CCn1nc(C(=O)NCc2nnc3ccccn23)c2ccccc2c1=O,-9,-4%,-10%,-14%,x,-13%,0%
CC(=O)NC(CC(=O)Nc1cccc(S(=O)(=O)N2CCCCC2)c1)c1ccccc1 (stereo not given),-28,3%,-8%,1%,12%,-19%,-4%
CC(=O)c1c(C)n(C)c2ccc(O)cc12,-7,0%,7%,-22%,-4%,-14%,-8%
COc1ccc(CN2CCCN(CC(=O)Nc3ccc(Br)cc3F)S2(=O)=O)cc1,-22,0%,x,7%,x,x,-3%
CCCNC(=O)c1ccccc1NC(=O)c1ccccc1N(C)S(=O)(=O)c1ccccc1,-34,-6%,-17%,-5%,2%,-26%,-11%
CCN1CCN(S(=O)(=O)c2ccc(Cl)c(C(=O)Nc3ccc(OC(F)F)cc3)c2)CC1,5,3%,14%,0%,-4%,25%,-18%

# Structures shown so far containing a thiophene ring, fused or not (three):
SMILES,HCMV antiviral,AmpC detergent,AMA1 RON2 block,Sm TGR block,LmPK inhibitor,AmpC inh no detg,TbPYK inhibitor
COc1cc(NC(=S)NC(=O)c2cccs2)ccc1NC(=O)C(C)C,-17,-5%,108%[activator],18µM*,-7%,-14%,-4%
COC(=O)c1sc(S(=O)(=O)N2CCCCC2C(=O)O)c(C(=O)OC)c1C (stereo not given),-12,-6%,-8%,-9%,-2%,-10%,-5%
Cc1cc(C)cc(NC(=O)Nc2cccs2)c1,-16,16%,x,-26%,x,x,-1%
